Assay outcomes: PubChem BioAssay, Sanford-Burnham Center for Chemical Genomics
H9c2 TAG inh: inhibitors of triacylglycerol accumulation; 230,000 compounds, 0.66% hits; H9c2 cells, Nile Red lipid (TAG) fluorescence; cells loaded with 200 µM oleic acid; inhibition, % at 12.5 µM;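 active means pattern-corrected inhibition of lipid staining of at least 50% with the nuclear-stain viability signal not falling by more than 50%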;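 further: 0% = DMSO wells and 100% = triacsin C control wells; some results filed as inactive read as strong as hits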
H9c2 TAG inh DAPI viability: recorded beside H9c2 TAG inh, whose call it bears; DAPI nuclei signal change (viability), lower = more cytotoxic, %;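 whole-well DAPI fluorescence read on a plate reader as a viability signal; minus 50 percent equals half of cells still viable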
* = called active by the depositor. Not all compounds are listed; count on the stated rates, not on these rows.

item	Compound	H9c2 TAG inh DAPI viability	H9c2 TAG inh
1	CC(CC(=O)NCC1CCCO1)c1ccccc1 (configuration not stated)	3	4
2	CCOC(=O)c1[nH]c2ccc(OC)cc2c1NC(=O)c1nonc1C	9	14
3	Cc1nnc(SCC(=O)N(C)C2CCS(=O)(=O)C2)n1Cc1ccccc1 (configuration not stated)	-6	16
4	O=C1CN(C(=O)COC(=O)c2ccc([N+](=O)[O-])s2)c2ccccc2N1	-64	89
5	COc1ccc2ccccc2c1CNc1nnnn1C	-5	-5
6	Cn1c(=O)[nH]c(=O)c2c1nc(NCCO)n2CCOc1ccccc1	2	-1
7	O=C(NCCSc1ncc(-c2ccc(F)cc2)[nH]1)c1ccc2c(c1)OCO2	-7	3
8	N#CCC(=O)Nc1ccc(C(=O)OCC(=O)NC2CCCc3ccccc32)cc1 (configuration not stated)	1	5
9	O=C(NCCc1ccccc1)C(=O)NCC1OCCN1S(=O)(=O)c1cccs1 (configuration not stated)	1	-2
10	Cc1ccc(S(=O)(=O)CCC(=O)OCCOc2ccc(Br)cc2)cc1	-9	8
11	COc1ccc(CNC(=O)C2CCN(C(=O)c3ccc(-c4ccccc4)cc3)CC2)cc1	1	-12
12	Cc1ccc(N2C(=O)c3ccccc3C2Nc2cccnc2)nc1 (configuration not stated)	1	11

Some of the entries so far, with values under each structure.
Every second line gives: H9c2 TAG inh DAPI viability	H9c2 TAG inh
#9 O=C(NCCc1ccccc1)C(=O)NCC1OCCN1S(=O)(=O)c1cccs1 (configuration not stated)
 : 1	-2
#10 Cc1ccc(S(=O)(=O)CCC(=O)OCCOc2ccc(Br)cc2)cc1
 : -9	8

Next section:
item	Compound	H9c2 TAG inh DAPI viability	H9c2 TAG inh
13	CN(C)c1ccc(/C=N/N=C/c2ccccc2O)cc1	-1	-5
14	O=C(Cn1nnc(-c2ccc(F)cc2)n1)Nc1cccc(S(=O)(=O)N2CCCC2)c1	1	-22
15	O=[N+]([O-])c1ccc2cc[nH]c2c1	-1	-5
16	N=c1c2ccccc2nnn1-c1ccccc1[N+](=O)[O-]	5	-7
17	CCOc1cc(C(N)=O)cc(Cl)c1OCc1ccccc1	-8	-4
18	Cc1ccc(/C=N/NC(=O)C2CCN(Cc3ccc(F)cc3Cl)CC2)o1	7	10
19	COc1ccc2nc(C)c3c(c2c1)OC(C(C)(Cl)Br)C3 (configuration not stated)	12	-14
20	Cc1ccc2[nH]c(=O)c(CN(CC3CCCO3)C(=O)c3ccncc3)cc2c1 (configuration not stated)	2	2
21	COCCCNC(=S)NC(=O)c1ccc(C)cc1	5	6
22	CC(C)(C)OC(=O)C[C@H]1C/C=C\C[C@H](CC(=O)N[C@H](CO)Cc2ccccc2)C(=O)N[C@@H](Cc2ccccc2)COC1=O	-2	21
23	Cn1nnnc1Sc1ncnc2scc(-c3cc4ccccc4o3)c12	-68	94
24	CCCC(=O)OCC(=O)NCc1ccc(Cl)cc1	2	0
25	Cc1ccc(NC(=O)c2ccc(Cn3cc(Cl)cn3)o2)c(C)c1	-9	5
26	CC(=O)N1CCc2cc(S(=O)(=O)NC(CC(C)C)C(=O)Nc3cc(C)ccn3)ccc21 (configuration not stated)	-8	4
27	O=C(c1cccc(N2CCNC2=O)c1)N1CCCC(Nc2cccc(F)c2)C1 (configuration not stated)	-5	-4
28	NC(=O)c1ccc(NC(=O)C2CCCC2)cc1	10	-7
29	CCOC(=O)c1cc(NC(=O)c2cccnc2)ccc1N1CCOCC1	-13	20
30	Cc1cc([N+](=O)[O-])ccc1NC(=O)CN1CCN(Cc2ccccc2)CC1	-4	-3
31	CCOc1ccc(NS(=O)(=O)c2ccc(C(=O)N3CCN(C(C)=O)CC3)cc2)cc1	-11	-8
32	COC(=O)C(C)Sc1ncnc2c1c(-c1ccccc1)cn2-c1ccc(OC)cc1 (configuration not stated)	9	-6
33	Cc1ccc(C(=O)Cc2ccccc2)o1	-4	4
34	CCn1c(SCC(=O)N/N=C/c2ccccc2OCC(=O)O)nnc1-c1ccc(OC)cc1	-9	14
35	O=S(=O)(Nc1ccc(-c2ccc(N3CCOCC3)nn2)cc1)c1ccc(Cl)c(Cl)c1	-4	-9
36	COc1ccc(S(=O)(=O)NC2CCN(Cc3ccccc3)CC2)cc1NC(C)=O	-5	1
37	COc1ccccc1N(CC(=O)Nc1cc(S(=O)(=O)N(C)C)ccc1C)S(=O)(=O)c1cccs1	-4	-10
38	O=C(Nc1ccccc1N1CCOCC1)c1cccc(NS(=O)(=O)c2ccc(F)c(F)c2)c1	3	-5
39	COCCCNC1=C(C#N)C(=O)NC2(CCCC2)S1	2	-9
40	O=C(CCSc1ccc(F)cc1)NNC(=O)c1ccc([N+](=O)[O-])cc1	2	-9
41	CCN(CC)C(=O)C1CCCN(Cc2nc(-c3cnccn3)no2)C1 (configuration not stated)	-9	22
42	O=C(NC(=S)NCc1nc2ccccc2[nH]1)c1ccccc1F	9	12
43	Cc1noc(C)c1C(=O)Nc1nc2ccccc2s1	1	10
44	O=C(Nc1cc(Cl)cc(Cl)c1)c1cccnc1	3	6
45	CCOC(=O)C1(Nc2nccs2)Sc2ccccc2NC1=O (configuration not stated)	3	28
46	CCN(CC)Cc1ccccn1	1	-11
47	Cc1c(-c2ccccc2)sc2nc[nH]c(=S)c12	20	-4
48	COc1ccc(/C=C(\NC(=O)c2ccccc2)C(=O)N2CCC(C)CC2)cc1	12	-22
49	O=[N+]([O-])c1cccc(NC(=S)N2CCCC2)c1	6	-7
50	COc1ccccc1C1=NOC(Cn2c(NCCCO)nc3c2c(=O)n(C)c(=O)n3C)C1 (configuration not stated)	-2	-15
51	COc1ccc(NC(=O)COC(=O)CCNC(=O)c2ccco2)cc1Cl	1	1
52	CN1CCN(Cc2cc(COCc3ccccc3)c3cccnc3c2O)CC1	-52	128
53	COc1cccc(S(=O)(=O)NCc2ccc(C(=O)NCc3ccccn3)cc2)c1	7	-1
54	CC(C)c1ccc(OCC(=O)NNC(=S)NC(=O)c2ccco2)c(Br)c1	-2	3
55	Nc1nccc(SCc2ccc(Cl)cc2Cl)n1	5	-2
56	CN1C(CC(=O)Nc2ccc(Br)cc2)c2ccccc2CC1(C)C (configuration not stated)	11	-14
57	Cc1ccc(C(=O)Nc2nc(-c3cc(Cl)sc3Cl)cs2)cc1	27	2
58	Cc1oc(-c2ccc(Cl)cc2)cc1C(=O)NC1CCN(Cc2ccccc2)CC1	-3	1
59	CCOC(=O)[C@@H]1[C@H]2COc3cc(OC)ccc3[C@H]2N2C(=O)N(c3ccc(Br)cc3)C(=O)[C@]12C	-11	11
60	CCn1c(SCC(=O)N2CCCCCC2)nc2c(c1=O)SCC2	-1	-29

Arranged by molecular weight (falling): part of the list above
item	Compound	H9c2 TAG inh DAPI viability	H9c2 TAG inh
59	CCOC(=O)[C@@H]1[C@H]2COc3cc(OC)ccc3[C@H]2N2C(=O)N(c3ccc(Br)cc3)C(=O)[C@]12C	-11	11
50	COc1ccccc1C1=NOC(Cn2c(NCCCO)nc3c2c(=O)n(C)c(=O)n3C)C1 (configuration not stated)	-2	-15
54	CC(C)c1ccc(OCC(=O)NNC(=S)NC(=O)c2ccco2)c(Br)c1	-2	3
53	COc1cccc(S(=O)(=O)NCc2ccc(C(=O)NCc3ccccn3)cc2)c1	7	-1
58	Cc1oc(-c2ccc(Cl)cc2)cc1C(=O)NC1CCN(Cc2ccccc2)CC1	-3	1
56	CN1C(CC(=O)Nc2ccc(Br)cc2)c2ccccc2CC1(C)C (configuration not stated)	11	-14
51	COc1ccc(NC(=O)COC(=O)CCNC(=O)c2ccco2)cc1Cl	1	1
57	Cc1ccc(C(=O)Nc2nc(-c3cc(Cl)sc3Cl)cs2)cc1	27	2
40	O=C(CCSc1ccc(F)cc1)NNC(=O)c1ccc([N+](=O)[O-])cc1	2	-9
60	CCn1c(SCC(=O)N2CCCCCC2)nc2c(c1=O)SCC2	-1	-29
41	CCN(CC)C(=O)C1CCCN(Cc2nc(-c3cnccn3)no2)C1 (configuration not stated)	-9	22
45	CCOC(=O)C1(Nc2nccs2)Sc2ccccc2NC1=O (configuration not stated)	3	28
55	Nc1nccc(SCc2ccc(Cl)cc2Cl)n1	5	-2
43	Cc1noc(C)c1C(=O)Nc1nc2ccccc2s1	1	10
44	O=C(Nc1cc(Cl)cc(Cl)c1)c1cccnc1	3	6
47	Cc1c(-c2ccccc2)sc2nc[nH]c(=S)c12	20	-4
49	O=[N+]([O-])c1cccc(NC(=S)N2CCCC2)c1	6	-7
46	CCN(CC)Cc1ccccn1	1	-11

(list continues)
item	Compound	H9c2 TAG inh DAPI viability	H9c2 TAG inh
61	O=C(CCS(=O)(=O)c1ccccc1)N1CCN(c2ccc(F)cc2)CC1	1	-24
62	FCCCOc1ccc(-c2ccnc(-c3ccccc3)n2)cc1	3	-6
63	Cc1cccc(NS(=O)(=O)c2cccc(C(=O)NNC(=O)c3ccccc3O)c2)c1	-7	-11
64	CC1CCCCC1NC(=O)COC(=O)c1c2c(nc3ccccc13)/C(=C\c1ccco1)CC2 (configuration not stated)	-3	12
65	COc1cc(/C=N/NC(=O)COc2ccc(-n3cnnn3)cc2)ccc1OCC(N)=O	5	-5
66	CCOc1ccc(-n2nc(C(=O)NCCOC)c3ccccc3c2=O)cc1	4	11
67	CCN(CC)CCNC(=O)c1c(O)c2cc(OC)c(OC)cc2[nH]c1=O	18	15
68	CC(C)C(=O)Nc1csc(C(F)(F)F)c1-c1ccccc1	10	0
69	CCOC(=O)C(CC)(CC)/C(C)=N/NC(=O)CC#N	7	-1
70	S=C(NCCc1ccc(Cl)cc1)NCc1ccco1	5	3
71	CCOCCCNC(C(=O)Nc1ccc(OC)c(Cl)c1)c1ccccc1 (configuration not stated)	-4	-22
72	O=C1CC[C@H](N2C(=O)c3ccccc3C2=O)C(=O)N1	2	10
73	CC(C)c1ccccc1NC(=O)C1CCCN(C(=O)c2ccc(Cl)cc2)C1 (configuration not stated)	-6	3
74	O=C(c1cc2ccccc2o1)N1CC=C(c2ccccc2)CC1	-6	0
75	CCc1ccc(C(O)c2ncc(-c3ccccc3C)[nH]2)cc1 (configuration not stated)	1	-26
76	Cc1ccc(O)c(C2=NOC(O)(C(F)(F)F)C2)c1 (configuration not stated)	8	0
77	CCOc1ccc(C(C)=O)cc1COC(=O)CNC(=O)C12CC3CC(CC(C3)C1)C2	-20	33
78	COc1cc(CO)cc(Br)c1OCc1cccnc1	2	10
79	Clc1ccc(-c2noc(/C=C/c3ccccc3)n2)cc1	6	-13
80	COc1ccc(-c2csc3ncn(-c4ccccc4OC)c(=O)c23)cc1OC	-2	22
81	CCC(C)N(CCNC(=O)CC1Oc2ccccc2NC1=O)C1CCCCC1 (configuration not stated)	-4	22
82	FC(F)(F)c1nnc2ccc(N3CCCC3)nn12	-21	35
83	Cc1ccccc1NC(=O)C1CC(=O)n2ncnc2N1 (configuration not stated)	9	0
84	CCOC(=O)C1CCCN(S(=O)(=O)c2ccc(NC(C)=O)cc2)C1 (configuration not stated)	-14	-30
85	C[C@H](NC(=O)c1[nH]cnc1C(=O)Nc1nccs1)c1ccccc1	-1	-3
86	COc1ccccc1OCCC(=O)O	0	9
87	CCOC(=O)CN1C(=O)C(O)(CC(=O)c2ccc3c(c2)CCCC3)c2ccccc21 (configuration not stated)	-3	-14
88	CC(NC(=O)c1cc(-c2ccncc2)nc2ccc(Cl)cc12)C1CCCO1 (configuration not stated)	-10	9
89	CS(=O)(=O)c1cccc(S(=O)(=O)N2CCCCCC2)c1	16	2
90	Cc1cc(C)nc(NC(=O)c2cnc3sccn3c2=O)n1	5	-6
91	OCC1(Cc2ccccc2)CCN(Cc2cccc(F)c2F)CC1	2	-8
92	Cc1ccc2nc(NCCC(=O)O)nc(-c3ccccc3)c2c1	33	-4
93	Cc1c(Cl)cnc(NC(=O)COC(=O)CCC(=O)c2cccs2)c1Cl	-7	-1
94	CCC(C)Cn1cnc2c(Sc3c([N+](=O)[O-])ncn3C)nc(N)nc21 (configuration not stated)	-40	22
95	O=C(O)[C@@H]1CCCN1S(=O)(=O)c1cccc(S(=O)(=O)N2CCC[C@H]2C(=O)O)c1	6	-11
96	COc1cc(NS(=O)(=O)c2ccc(NC(=O)c3ccc(Cl)cc3Cl)cc2)ncn1	5	-6
97	O=C(CCSCCC(=O)NCc1ccc(F)cc1)NCc1ccc(F)cc1	12	-13
98	Cc1c(C(=O)NCc2ccccc2)oc2ccc(S(=O)(=O)N3CCC4(CC3)OCCO4)cc12	-1	-6
99	N#Cc1ccccc1Cn1c(=O)oc2ccccc21	-9	3
100	Cc1cc(C)cc(NC(=O)N2CCC(NC(=O)c3ccccc3C)CC2)c1	-7	5
101	O=C(Nc1ccccc1)OCc1cncs1	1	5
102	Cc1ccc(S(=O)(=O)N2CCOCC2)cc1C(=O)OCC(=O)NCCc1ccc(F)cc1	-1	9
103	Cc1occc1C(=O)N1CCCc2ccccc21	7	12
104	O=C(NCC(c1cccnc1)N1CCN(c2ccc(F)cc2)CC1)c1ccco1 (configuration not stated)	-6	-1
105	O=C(CN1CCN(Cc2cccc(Cl)c2)C1=O)NCc1cccs1	4	-7
106	CC1(C)CC(=O)c2sc(NC(=O)C3CC3)nc2C1	5	7
107	CC(Sc1ncnc2sccc12)C(=O)Nc1ccc(S(=O)(=O)N2CCOCC2)cc1 (configuration not stated)	-2	18
108	S=c1[nH]nc(-c2cccnc2)n1/N=C/c1ccccc1	1	5
109	C#CCOCCOCCOCCNc1nc(N2CCN(C(=O)Cn3cc(CCCCN)nn3)CC2)nc(N2CCN(C(=O)[C@H](C)n3cc(CCC(=O)O)nn3)CC2)n1	4	-11
110	CC(C)Oc1ccc(C2CC(=O)N(c3cccc(Br)c3)C2=O)cc1 (configuration not stated)	-3	4
111	COc1ccccc1C(=O)NCCC(=O)NCC(c1ccccc1)N(C)C (configuration not stated)	0	2
112	CC1(C)Cc2c(c(=S)nc(-c3ccccc3)n2CCO)CO1	3	0
113	CCOC(=O)CNC(=S)N(Cc1ccccc1)Cc1ccccc1F	-3	7
114	CCc1cccc(NC(=O)CCS(=O)(=O)c2cccc3nonc23)c1	13	-10
